Screening data deposited in PubChem by several laboratories.
FAK blocker: blocks human focal adhesion kinase activity. biochemical FAK kinase activity assay. inhibition, %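 (tested at 7 µM)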. 97,000 tested, 0.84% active. AID 727; in the data active means inhibition above about 19%;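 further: 0% = DMSO and 100% = reference compound high control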
VCAM1 TNFa inh: reduces TNF alpha induced VCAM1 expression in HUVEC; inhibition, % at 2 µM; HUVEC TNFa-induced VCAM-1 immunofluorescence, high-content imaging; AID 802; 95,000 tested, 0.48% active;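 active means inhibition above the batch mean plus 3 SD, with images confirmed as a hit by eye, cut at about 37% in these data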;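 further: 0% = TNF-stimulated DMSO wells and 100% = unstimulated control wells; not every result past the cut was called active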
LYP inh 2: blocks human PTPN22 phosphatase activity; Q9Y2R2; recombinant LYP catalytic domain, DiFMUP fluorescence; inhibition, % at 2 µM; 96,000 tested, 0.21% active; AID 640;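 active means inhibition at 2 µM at or above a set limit, the screen mean plus 3 SD, cut at about 24% in these data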;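 further: 0% = DMSO with enzyme and 100% = enzyme fully blocked by orthovanadate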
Target sequence (Q9Y2R2 whole entry, looked up, the tested form may be a part): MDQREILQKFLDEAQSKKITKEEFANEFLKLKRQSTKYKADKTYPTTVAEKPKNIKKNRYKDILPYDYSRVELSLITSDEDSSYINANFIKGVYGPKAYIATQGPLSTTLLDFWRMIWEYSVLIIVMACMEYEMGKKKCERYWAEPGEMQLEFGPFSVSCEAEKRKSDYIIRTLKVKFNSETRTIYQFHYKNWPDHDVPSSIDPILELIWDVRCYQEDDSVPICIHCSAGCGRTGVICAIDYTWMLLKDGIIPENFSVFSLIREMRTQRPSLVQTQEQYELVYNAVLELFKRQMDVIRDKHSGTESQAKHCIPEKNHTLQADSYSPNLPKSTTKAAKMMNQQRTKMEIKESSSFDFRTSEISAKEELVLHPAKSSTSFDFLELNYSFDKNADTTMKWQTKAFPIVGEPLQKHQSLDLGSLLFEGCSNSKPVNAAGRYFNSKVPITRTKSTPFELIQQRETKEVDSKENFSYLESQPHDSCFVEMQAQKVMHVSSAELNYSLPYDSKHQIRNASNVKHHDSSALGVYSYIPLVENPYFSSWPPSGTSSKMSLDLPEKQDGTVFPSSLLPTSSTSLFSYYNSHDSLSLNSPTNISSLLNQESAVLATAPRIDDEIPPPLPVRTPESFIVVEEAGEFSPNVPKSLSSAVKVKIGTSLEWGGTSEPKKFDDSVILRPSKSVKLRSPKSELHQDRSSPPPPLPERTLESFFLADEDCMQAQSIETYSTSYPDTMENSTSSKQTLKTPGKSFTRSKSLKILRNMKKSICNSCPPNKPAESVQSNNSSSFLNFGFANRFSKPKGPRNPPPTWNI
Pyk2 oligo antag: blocks oligomerization of human Pyk2 in cells | Q14289 | z-score (the deposit names both 25 µM and 10 µM) | Q293 cells, Pyk2 FERM NanoBiT luminescence; hits give low values | 99,000 tested, 0.83% active;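 active means Z-score of -3 or lower, scaled per plate to the spread of control and sample wells; inactive means z-score above -3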;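 further: negative z-score means lost luminescence so less FERM oligomerization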
PTPN22 act: LYP (human) phosphatase activation; Q9Y2R2; recombinant LYP, DiFMUP fluorescence; 0 = plate median, 100 = signal doubled; activation, % at 2 µM; 96,000 tested, 0.11% active; AID 697;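 active means activation at 2 µM above a set limit, the mean plus 5 SD, cut at about 37% in these data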
cytoskel mod: modifiers of cytoskeleton assembly; 91,000 tested, 0.18% active; HUVEC TNFa F-actin phalloidin imaging, high content; AID 836; inhibition, % at 2 µM;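 active means inhibition above the batch mean plus 3 SD and confirmed as a hit by visual image inspection, cut at about 30% in these data, passing the limit was not always enough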; further: strong numbers were not always called active
HUVEC tox TNFa: HUVEC cytotoxicity counter-screen, TNF alpha stimulated | HUVEC TNFalpha-stimulated, Hoechst cell count, imaging | cell count reduction, % at 2 µM | 93,000 tested, 0.17% active | AID 848;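 active means cell count reduction exceeding the screen mean by over 5 SD, scaled to untreated wells per plate, cut at about 78% in these data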;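 further: cells counted after 24 h of TNF alpha exposure following the 1 h pretreatment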
IL1B cytotox: toxic to HUVEC cells under IL-1B stimulation; cell count reduction, % at 2 µM; 94,000 tested, 0.41% active; HUVEC cell count loss, Hoechst imaging, IL-1B stimulated;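 active means cell count reduction more than 3 SD above the screen-wide mean, cut at about 70% in these data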;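 further: normalized per plate to untreated control cells as the no-loss baseline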
ERa SRC1 inh: ER-alpha (human) coactivator binding inhibition. TR-FRET ER-alpha LBD / SRC-1 peptide, estradiol-bound. inhibition, % at 25.6 µM. 86,000 tested, 1.7% active. AID 629; in the data active means inhibition above about 50%;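 further: 0% = receptor plus peptide control and 100% = peptide only without receptor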
The depositor's hits bear a star; nt = not tested or not shown; [ ] = remark or other dose.

canonical_smiles,FAK blocker,VCAM1 TNFa inh,LYP inh 2,Pyk2 oligo antag,PTPN22 act,cytoskel mod,HUVEC tox TNFa,IL1B cytotox,ERa SRC1 inh
Cc1ccccc1-n1c(SCc2c(C)noc2C)nnc1-c1ccncc1,-2,-20,-2,0.09,-2,5,-10,-4,-21[fluorescence artefact?]
CCN(CC)CCn1c(=S)[nH]c2ccccc2c1=O,0,6,-9,2.2,5,-8,-9,6,-23
CCN1CCN(c2oc(-c3ccc(OC)cc3)nc2C#N)CC1,1,-6,3,1,-2,-9,-7,-8,-15
COC(=O)CSC1=C(C#N)C(c2ccsc2)CC(=O)N1 (configuration not stated),2,32,-4,0.32,3,12,-10,26,-6
COc1ccc(CNc2nc(NCc3ccc(OC)c(OC)c3)n(C(=O)c3cccs3)n2)cc1OC,4,-3,-1,-3.4*,0,11,-4,8,nt
N#Cc1ccccc1OCC(=O)Nc1c(C(=O)C2CC2)oc2ccccc12,0,nt,-4,-0.86,4,nt,nt,nt,-3
Cc1ccc(S(=O)(=O)n2cnc3ccccc32)cc1,-2,13,2,-0.51,-1,1,0,-15,-8[fluorescence artefact?]
CCc1ccccc1OCCOc1ccc(C)cc1OC,5,-12,17,-0.89,-13,12,-1,29,nt
O=C(C/C(=N/O)c1ccccc1O)C(F)F,4,18,1,0.95,-3,6,4,3,-8
COc1cc(C2c3c(n[nH]c3C)C(=O)N2c2ccc(Br)cc2)ccc1O (configuration not stated),-5,15,-4,-1.7,-1,11,-26,7,5
Cc1nc2sc(C#N)c(N)c2c2c1CCCC2,6,-54,-7,0.18,5,19,-43,-22,3
CCNC(=O)CN1c2cccc3cccc(c23)S1(=O)=O,-2,14,-4,1.2,8,0,-16,-34,nt
Cc1cc(C(=O)O)ccc1-n1c(C)ccc1C,1,-12,-3,nt,1,-13,16,27,57*
CCCCCNc1nc(-c2ccccc2)cs1,1,0,-4,nt,1,-8,-6,-38,5[fluorescence artefact?]
O=C(Nc1ccc(NC(=O)C2CCCCC2)nc1)c1ccco1,-5,10,-2,-0.2,5,-56,-16,-33,11
CCOc1cc(/C=N\Nc2ccc([N+](=O)[O-])cc2)ccc1OCC(=O)Nc1ccc(C)c(C)c1,-1,-4,12,-1.2,-8,-9,13,-23,nt
c1ccc(Cc2nnc3sc(-c4ccc5c(c4)OCO5)nn23)cc1,-1,-5,-3,0.55,2,-36,3,-19,-2
Cc1cccc(OCCn2c(-c3ccco3)nc3ccccc32)c1,-2,4,-13,-0.37,16,3,-28,-8,-7
Cc1nc(Nc2nc(=O)c3ccccc3n2C)nc2c(C)cccc12,-6,14,0,nt,3,-2,1,11,nt
CC(=O)c1cn(CC(=O)Nc2ccccc2C)c2ccccc12,-4,-2,-7,1.7,9,21,-14,-25,-7
COC(=O)c1ccccc1NC(=O)Oc1ccc(F)cc1,4,10,4,-0.11,-2,-6,-4,1,nt
COC(=O)C1=C(C)NC(C)=C(C(=O)OC)C1C(=O)OCC(=O)N1c2ccccc2CC1C (configuration not stated),-2,7,12,-0.4,-10,-9,-19,-12,-2
O=C(/C=C/c1ccccc1Cl)NCCc1ccccc1,-1,4,16,-1.1,-13,-22,8,-19,nt
O=C(Oc1c(Cl)cc(Cl)c2cccnc12)N1CCOCC1,1,-34,0,1.2,-5,-35,7,-35,6
Clc1ccc(C2=C3CCCCn4c(-c5ccccc5)c[n+](c43)C2)cc1,-2,-4,26*,0.55,-24,-10,14,6,10[fluorescence artefact?]
CC1=CC(C)(C)N(S(=O)(=O)c2ccc(F)cc2)c2ccc(C)cc21,4,6,6,-0.42,-4,-13,-8,-132,2
O=C(COC(=O)Cc1ccsc1)NC1CCCCCC1,2,-13,1,-0.12,-1,8,12,-13,4[fluorescence artefact?]
c1ccc(COc2ccc(CN3CCN(c4ccccn4)CC3)cc2)cc1,4,0,-3,0.48,4,12,-10,-16,-13
CC(C)(C)c1ccc(C(=O)NCc2ccc(Cl)cc2)cc1,0,6,10,-0.8,-8,-1,-12,-15,nt
Cc1ccc2cc(CCNC(=O)c3ccc4c(c3)OCO4)c(=O)[nH]c2c1C,-6,-2,7,nt,-10,14,-48,-13,0
CN(C)c1ccc(-c2ccccc2)nn1,-3,12,0,0.99,-1,21,-14,10,4[fluorescence artefact?]
CCS(=O)(=O)NCCc1cc2c(OC)ccc(OC)c2[nH]c1=O,9,4,15,0.16,-12,-12,12,7,-7
CCOc1ccc2c(C)c(C(=O)O)oc2c1OCC,-2,21,-3,0.26,-2,3,-18,-39,-3
CCOC(=O)N1CCC(NS(=O)(=O)c2ccc3c(c2)OCC(=O)N3)CC1,1,26,10,1,-11,18,41,3,0
O=C(NCCO)c1cc2ccccc2c(=O)s1,-1,26,-3,0.44,2,-8,-11,-16,4[fluorescence artefact?]
COc1cccc(-c2nc(CS(=O)(=O)CC(=O)N3CCN(C)CC3)c(C)o2)c1,-3,6,-4,nt,1,-1,-18,24,nt
C/C(=N\NC(=O)Cc1cccn1C)c1ccc2ccccc2c1,0,-58,-1,0.69,1,-9,18,0,3[fluorescence artefact?]
Cc1nc(N)sc1C(=O)N/N=C/c1c[nH]c2ccccc12,-1,28,-8,-0.11,5,3,-15,-16,nt
CCn1c(SCC(=O)N2c3ccccc3Sc3ccc(Cl)cc32)nc2c1c(=O)n(C)c(=O)n2C,0,-24,5,nt,-6,5,nt,-15,-8
O=C(O)C1C(c2ccccc2)C(C(=O)OCCCO)C1c1ccccc1 (configuration not stated),-4,-12,11,0.19,-13,10,-5,-10,-1[fluorescence artefact?]
COCCCNC(=O)CN(c1ccc(OC)cc1)S(=O)(=O)c1ccc(NC(C)=O)cc1,-6,-1,-2,-0.09,0,1,-15,-21,nt
Cc1nc(SCC(=O)Nc2c(C)n(C)n(-c3ccccc3)c2=O)[nH]c(=O)c1Cc1ccccc1,-8,-4,-6,1.2,5,19,-41,-29,-4
Cc1nc(NCCc2ccc(S(N)(=O)=O)cc2)c2c(C)c(C)sc2n1,3,-23,-3,0.72,5,9,-21,-4,nt
NC(=O)CSc1nnc(CCc2nc3ccccc3[nH]2)n1-c1ccccc1,0,-12,3,nt,-3,-9,nt,-36,-2
CCOC(=O)Cc1csc(NC(=O)CS(=O)(=O)Cc2ccccc2)n1,0,17,5,-0.56,-6,16,-10,36,-14
COc1ccc(-n2nc(C(=O)c3cccs3)cc(-c3nc4ccccc4[nH]3)c2=N)cc1,5,3,19,-3.3*,-21,3,-15,4,46[fluorescence artefact?]
COc1ccc(-c2nn3c(-c4ccco4)nnc3s2)cc1OC,5,-38,1,0.41,-2,5,29,-5,nt
CN(C)c1ccnc2sc(C(=O)NCc3ccccc3)c(N)c12,10,-31,1,1,-2,nt,16,0,4
CCCc1cc2c(=O)c(-c3ccc4c(c3)OCCO4)c(C)oc2cc1OS(C)(=O)=O,3,-10,14,-2.4,-9,-21,13,6,nt
O=C(CNC(=O)c1cccs1)NCC(=O)OCc1ccc(Cl)cc1Cl,5,-2,8,-0.49,-5,-18,12,24,nt
CCOC(=O)C(NC(C)=O)C(=O)O (configuration not stated),-2,11,1,0.3,2,1,-2,-7,0
CCOC(=O)N1CCN(Cc2nc(-c3cccc(C)c3)no2)CC1,0,-1,12,0.33,-11,nt,20,-13,-1
[O-][N+]1=c2ccc(Nc3ccccc3)cc2=NC12CCCCC2,-9,13,4,-1,-4,38,-13,0,-21[fluorescence artefact?]
Cc1cc(Cl)ccc1OCC(=O)N1CCCCC1,4,3,4,1.6,-1,7,-14,-14,-28
Cc1cccc2cc(CN(CC3CCCO3)C(=O)c3ccco3)c(=O)[nH]c12 (configuration not stated),-2,1,-1,0.5,-1,0,0,-24,-6
COC(=O)c1c(NC(=O)c2ccco2)sc(C(=O)N(C)C)c1C,1,-12,5,-0.43,-5,-8,-23,37,-1
CC(=O)c1ccc(NC(=O)Cn2nc(C)cc2C)cc1,2,6,6,-0.27,-8,4,-29,-10,-23
O=S(=O)(c1ccc(S(=O)(=O)N2CCN(Cc3ccccc3)CC2)cc1)N1CCOCC1,3,7,7,nt,-8,-20,6,8,-33
CC1(C)CC(=O)C2=C(C1)OC1=C(C(=O)CC(C)(C)C1)C2c1ccccc1,1,-1,6,-0.58,-4,-38,-4,-10,5
CC(=O)NC(C)c1ccc(Cl)c(Cl)c1 (configuration not stated),-1,-10,1,-0.62,-2,-22,-16,18,10[fluorescence artefact?]

Carrying on:
canonical_smiles,FAK blocker,VCAM1 TNFa inh,LYP inh 2,Pyk2 oligo antag,PTPN22 act,cytoskel mod,HUVEC tox TNFa,IL1B cytotox,ERa SRC1 inh
O=C(CSc1n[nH]c(-c2ccccc2)n1)c1ccccc1,6,0,-4,nt,1,0,-10,-28,-1
COc1ccc(NC(=O)CSc2nnc(-c3cccnc3)o2)cc1,0,-21,3,0.01,-4,-10,20,21,-6
CN(/N=C/c1ccncc1)C1=NS(=O)(=O)c2ccccc21,1,14,9,-0.9,-4,13,-20,nt,nt
COc1ccc(Cl)cc1NC(=O)CCN1CCN(c2ccccc2C)CC1,2,10,8,0.92,-7,-6,-18,27,nt
COc1ccc(Cc2nnc(NC(=O)C3CCCO3)s2)cc1OC (configuration not stated),-1,7,1,0.29,2,-20,-8,-12,-4
COc1ccc(C2N=C(Nc3ccc(C)cc3)Nc3nc(C)cc(=O)n32)cc1 (configuration not stated),2,4,-12,-1.2,11,2,-32,30,-4
CCn1nc(C(=O)OCC(=O)NCCN2C(=O)CSC2=O)c2ccccc2c1=O,-2,-23,-7,-0.2,6,-14,10,4,-14
CCN(CC)C(=O)Oc1ccc(NC(C)=O)cc1,1,9,1,-0.09,2,7,-18,-3,3
CCOC(=O)C(C(=O)NCc1cccc(OC)c1)c1ncc(C(F)(F)F)cc1Cl (configuration not stated),0,4,-1,-0.04,-3,-9,-21,-10,nt
CCCc1nnc(NC(=O)CN2C(=O)C3C4C=CC(C4)C3C2=O)s1 (configuration not stated),1,26,-4,1,4,-7,-1,-47,-3
Cc1cc(C)c2c(n1)sc1c(O)cc(=O)[nH]c12,12,-9,18,0.39,-22,8,-14,-31,-8
CC1(c2ccccc2)CC(C)(C)N(C(=O)C2CCCO2)c2ccccc21 (configuration not stated),0,4,-9,-0.34,9,8,-2,6,2
O=C(Cc1ccccc1)Nc1ccc(N2CCOCC2)cc1N1CCOCC1,0,nt,2,0.83,2,nt,nt,4,-2
COC(=O)c1cc(NC(=O)C2CC=CCC2C(=O)O)cc(C(=O)OC)c1 (configuration not stated),1,-2,-15,-0.52,13,-29,-6,-64,-3
O=C(Nc1ccc(N2CCCC2)c(Cl)c1)c1ccc(Br)o1,8,2,8,-0.67,-7,3,-10,4,6
CCOCCn1c(SCc2ccc(C)cc2)nc2c1c(=O)[nH]c(=O)n2C,0,-8,-7,nt,6,16,-11,-26,-1
CCOC(=O)c1cc(NC(=O)c2cc(C)on2)cc(C(=O)OCC)c1,6,40,-8,-0.71,5,6,-2,3,1
COc1ccc(NC(=O)C2CCCN2C(=O)NCc2ccccc2)cc1OC (configuration not stated),2,-1,-4,2.2,0,-7,2,23,-9
CCn1c(C(C)NC(=O)c2ccc(OC)c(OC)c2)nc2ccccc21 (configuration not stated),7,-10,1,-0.25,-3,3,-4,-5,12
Cc1nnc(SCC(=O)N2CCCCC2)n1CC1CCCO1 (configuration not stated),-1,14,7,1.5,-8,12,-17,-14,13
